# From PubChem BioAssay
# Furin inhibitor: inhibitors of human furin; P09958; purified furin, fluorogenic substrate cleavage; inhibition, % at 30 µM; hit rate 0.061% among 220,000; AID 463115; in the data active means inhibition above about 25%; further: inactives centre near -15
# Target sequence (P09958 108-714 limits assumed): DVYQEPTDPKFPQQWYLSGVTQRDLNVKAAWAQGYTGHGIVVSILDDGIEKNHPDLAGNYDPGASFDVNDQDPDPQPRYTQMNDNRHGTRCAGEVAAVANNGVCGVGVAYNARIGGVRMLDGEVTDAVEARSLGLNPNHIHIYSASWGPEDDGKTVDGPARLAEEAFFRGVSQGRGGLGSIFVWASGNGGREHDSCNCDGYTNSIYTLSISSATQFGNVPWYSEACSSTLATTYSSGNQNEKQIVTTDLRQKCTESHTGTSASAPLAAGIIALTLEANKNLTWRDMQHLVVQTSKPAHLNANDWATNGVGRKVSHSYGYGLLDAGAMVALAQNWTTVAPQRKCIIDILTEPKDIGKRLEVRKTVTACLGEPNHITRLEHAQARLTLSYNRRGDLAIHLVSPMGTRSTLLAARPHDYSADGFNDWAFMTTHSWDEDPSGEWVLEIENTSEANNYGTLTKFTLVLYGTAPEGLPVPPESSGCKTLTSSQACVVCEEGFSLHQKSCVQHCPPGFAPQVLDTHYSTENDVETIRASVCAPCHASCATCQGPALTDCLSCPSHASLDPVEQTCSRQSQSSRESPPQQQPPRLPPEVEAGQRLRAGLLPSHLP
# PPC-1+TRAIL kill: PPC-1 cancer cell killing with TRAIL present; PPC-1 cells + TRAIL, ATPLite viability luminescence; cell killing (% activity), % at 4 µM; hit rate 0.41% among 220,000;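 active means cell killing above 50% in the first pass at 4 µM, then a duplicate retest at 5 µM averaging 50% or more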;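 further: plate controls were cells with TRAIL plus DMSO for no effect and medium-only wells lacking cells for full effect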
# EP2 antag: EP2 receptor (human) inhibition; P43116; C6 glioma cells expressing human EP2, cAMP TR-FRET; cells stimulated with saturating PGE2; inhibition, % at 25 µM; hit rate 0.52% among 260,000;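 active means percent inhibition above 40 after rounding to a whole number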;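 further: rat C6 glioma host cells with rolipram phosphodiesterase inhibitor present; the protocol text gives 20 µM as final concentration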
# Target sequence (P43116 whole entry, looked up): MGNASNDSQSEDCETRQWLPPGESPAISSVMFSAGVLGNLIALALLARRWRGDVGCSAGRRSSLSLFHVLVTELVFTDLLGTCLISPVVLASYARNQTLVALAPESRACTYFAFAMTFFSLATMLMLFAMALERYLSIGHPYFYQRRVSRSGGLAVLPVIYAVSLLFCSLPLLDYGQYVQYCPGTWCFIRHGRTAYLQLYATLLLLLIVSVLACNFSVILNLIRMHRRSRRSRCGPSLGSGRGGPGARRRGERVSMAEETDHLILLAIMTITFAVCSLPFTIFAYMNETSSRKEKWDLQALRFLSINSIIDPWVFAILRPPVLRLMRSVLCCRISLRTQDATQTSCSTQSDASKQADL
# RBBP9 inhibitor: inhibitors of human serine hydrolase RBBP9. AID 1515. recombinant RBBP9, FP-Rh probe fluorescence polarization. O75884. inhibition, % at 7.94 µM. hit rate 0.2% among 220,000;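 active means inhibition above the campaign mean of all tested compounds plus 3 SD, cut at about 14% in these data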;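 further: plate controls were DMSO wells with RBBP9 for no effect and wells lacking RBBP9 protein for full effect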
#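 Test system: recombinant human RBBP9. Quantity: 2.5 µM RBBP9 dispensing solution, before mixing. Detection: FP readout at 525/598 nm. Reagent: Serine-hydrolase probe FP-Rh, 375 nM pre-mixing. Measure: % inhibition. Control set: DMSO-treated enzyme wells and wells lacking RBBP9. Buffer or medium: Tris-NaCl-Pluronic buffer, pH 8.0. Times: preincubation 30 min plus labeling 45 min at 25 °C.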
# BaF3 tox: counter-screen for JAK2V617F inhibitors: parental Ba/F3 viability inhibitors; inhibition, % at 5.6 µM; AID 1486; hit rate 1.1% among 220,000; CellTiter-Glo ATP luminescence;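 active means inhibition above a per-campaign cutoff, the mean inhibition of all tested compounds plus 3 SD, cut at about 27% in these data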;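 further: 0% = DMSO wells and 100% = JAK Inhibitor I control wells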
# p47phox inh: blocks human p47phox regulatory protein of NADPH oxidases; inhibition, % at 24.7 µM; p47phox/p22phox peptide binding, fluorescence polarization, 2 h; P14598; hit rate 0.53% among 220,000;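 active means inhibition above about 30%, limit read from the data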;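 further: 0% = p47phox with labelled peptide and 100% = labelled peptide alone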
# p97 inhibitor: inhibitors of human p97 ATPase. P55072. recombinant p97 ATPase, Kinase-Glo ATP luminescence, 3 h. inhibition, % at 8 µM. hit rate 0.42% among 220,000. AID 1481; in the data active means inhibition above about 15%;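 further: 0% = DMSO vehicle and 100% = wells lacking enzyme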
# Ba/F3 V617F tox: loss of viability in JAK2V617F-driven Ba/F3 cells; Ba/F3 EpoR-JAK2V617F viability, ATP luminescence; inhibition, % at 5.6 µM; hit rate 1.1% among 220,000; AID 1446;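 active means inhibition above the campaign mean plus 3 SD over all tested compounds, cut at about 24% in these data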;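 further: cytokine-independent growth of Ba/F3 cells driven by EpoR plus mutant JAK2; 0% = DMSO-treated cells and 100% = JAK inhibitor I control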
# Tb hexokinase: T. brucei hexokinase 1 inhibition; recombinant TbHK1, G6PDH-coupled NADH A340; inhibition, % at 10 µM; hit rate 0.11% among 220,000; AID 1430;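 active means inhibition of 50% or more in the single-dose primary screen; inactive means inhibition below 50%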
# Starred values were filed as active, the others as inactive; x = not tested or not shown; & = joins results of further samples; [ ] = remark or other dose. This is a subset, so the mix of outcomes need not match the whole.
Structure	Furin inhibitor	PPC-1+TRAIL kill	EP2 antag	RBBP9 inhibitor	BaF3 tox	p47phox inh	p97 inhibitor	Ba/F3 V617F tox	Tb hexokinase
CCOC(=O)c1cc(NC(=O)c2ccccc2)c(=O)oc1-c1ccccc1	-3.4[20 µM]	11.8	4.3	0.5	0.9	-8.7	5.2	0.3	-2.3
CC(NC(=S)Nc1ccccc1)C1COc2ccccc2O1 (stereo unspecified)	-19.0	38.3	4.2	-12.2	6.6	-12.5	4.6	-1.8	0.8
COc1cc(NC(=O)C2CC2)c(OC)cc1NC(=O)CCC(=O)NC1CCN(Cc2ccccc2)CC1	-25.0	16.8	1.6	-4.7	-1.0	0.5	2.1	-3.0	-0.7
COc1ccccc1NC(=O)COC(=O)C1CC2C=CC1C2 (stereo unspecified)	-31.1	18.7	7.4	-3.1	5.6	-8.1	5.1	-2.7	0.1
Cc1ccnc(NC(=O)c2ccc3c(c2)C(=O)N(CC2CCCO2)C3=O)c1 (stereo unspecified)	-28.2	27.5	11.0	-3.7	2.5	-6.3	-3.1	2.8	0.4
CN(C)S(=O)(=O)c1cccc(C(=O)Nc2ccc(S(=O)(=O)N3CCCC3)cc2)c1	-25.4	9.2	3.7	-4.8	2.7	-9.2	4.1	-1.9	-2.5
Cc1ccc(NC(=O)CSc2nnc3n2CCCCC3)cc1	-14.7	3.4	7.3	-1.6	6.2	-4.5	-0.1	2.6	2.3
COc1ccc(OCCCn2cccc2/C=C2/C(=N)N3OC(C)=CC3=NC2=O)cc1	-19.9	8.3	7.5	-7.6	4.2	-14.1	-2.4	-2.8	-9.6
Cc1ccc(CN2CC(C(=O)Nc3cc(S(C)(=O)=O)ccc3Cl)CC2=O)cc1 (stereo unspecified)	-27.7[20 µM]	14.5	11.3	-5.5	-0.1	-9.9	0.2	-2.0	-3.4
CN(C)C(=O)CSc1nc2ccccc2n1CC(=O)N1CCN(c2ccccc2)CC1	-20.4[20 µM]	20.9	11.7&6.3	7.9	5.6	-5.1	0.5	-0.8	-0.2
O=C(Nc1ccccc1)N(c1ccccc1)C1C=CS(=O)(=O)C1 (stereo unspecified)	-29.5	4.7	5.0	6.1	0.4	3.6	1.4	1.8	3.1
COc1cc(/C(C)=N/N2CCOCC2)cc(OC)c1OC	-19.6	-7.3	4.8	-5.0	6.3	-4.8	-3.4	4.3	6.4
N#C/C(=C\c1cccc([N+](=O)[O-])c1)c1nnc2n1CCCCC2	-15.3	20.4	5.8	-2.5	-0.4	11.5	2.1	-1.2	-2.4
O=C1CCN(Cc2ccccc2)C(=O)N1c1ccccc1	-12.6	-8.0	13.6	0.9	-1.6	1.9	8.9	-1.3	0.0
Nc1cc(=O)[nH]c(SCC(=O)Nc2cccc([N+](=O)[O-])c2)n1	-20.5	19.4	3.1	2.6	-2.3	-2.7	1.1	-3.8	-13.5
CC(C)Oc1ccc(Cc2c(O)nc(NCCCN(C)C)[nH]c2=O)cc1	-18.7[20 µM]	-17.5	6.0	-3.4	1.5	-9.2	4.3	-1.2	1.1
CCOC(=O)C1CC(=O)c2cc(OC)c(OC)cc2C1 (stereo unspecified)	-26.3	36.2	11.2	-8.9	2.8	-9.1	7.9	-0.1	-13.4
COc1ccc(-c2csc(N(Cc3ccco3)C(=O)c3cccs3)n2)cc1	-15.8	20.0	2.8	-8.0	-7.8	-57.8	39.0*	-2.9	-9.2
CCOc1ccccc1CN1CCN(C/C=C/c2ccc(OC)cc2)CC1CCO (stereo unspecified)	-1.6	3.8	3.1	-0.1	43.1*	x	-6.8	3.8	-2.2
COc1ccc(/C(C)=N\O)cc1OC	-16.6	-7.1	15.1	-0.2	-1.6	-4.2	7.3	-5.3	1.9
CCCCCC(=O)NC(=S)NC1C2CC3CC(C2)CC1C3 (stereo unspecified)	-17.3	6.1	3.9	6.3	-0.6	-11.7	-6.5	0.8	8.9
CC(=O)OCC1=C(C(=O)O)N2C(=O)C(NC(=O)C(C)Cn3cc(Cl)cn3)C2SC1 (stereo unspecified)	-18.6	9.8	4.9	-7.4	0.9	-2.4	5.8	0.8	-11.5
O=C(Nc1ccc(S(=O)(=O)N2CCCCCC2)cc1)c1ccc(Br)o1	-17.9	-1.4	9.1	-17.6	8.0	-15.6	0.1	2.9	-0.4
C=CCSc1nn2c(=O)c3ccccc3nc2s1	-20.3[20 µM]	-2.3	9.4	-8.1	3.4	-5.1	-1.5	-1.2	-12.6

# Reformatted with each value named: entries from further up.
> CCOC(=O)C1CC(=O)c2cc(OC)c(OC)cc2C1 (stereo unspecified)
  Furin inhibitor: -26.3
  PPC-1+TRAIL kill: 36.2
  EP2 antag: 11.2
  RBBP9 inhibitor: -8.9
  BaF3 tox: 2.8
  p47phox inh: -9.1
  p97 inhibitor: 7.9
  Ba/F3 V617F tox: -0.1
  Tb hexokinase: -13.4
> O=C(Nc1ccc(S(=O)(=O)N2CCCCCC2)cc1)c1ccc(Br)o1
  Furin inhibitor: -17.9
  PPC-1+TRAIL kill: -1.4
  EP2 antag: 9.1
  RBBP9 inhibitor: -17.6
  BaF3 tox: 8.0
  p47phox inh: -15.6
  p97 inhibitor: 0.1
  Ba/F3 V617F tox: 2.9
  Tb hexokinase: -0.4

# Later entries.
Structure	Furin inhibitor	PPC-1+TRAIL kill	EP2 antag	RBBP9 inhibitor	BaF3 tox	p47phox inh	p97 inhibitor	Ba/F3 V617F tox	Tb hexokinase
COC(CN1C(=O)C(O)=C(C(C)=O)C1c1ccccn1)OC (stereo unspecified)	-0.3[20 µM]	0.8	12.8	-0.5	14.7	-6.9	-0.1	5.9	-17.1
Cc1ccc2c(=O)oc(N(C)C)nc2c1	-25.4	-20.4	6.0	-2.2	-0.5	3.8	7.7	-3.9	3.4
Cc1cccc(Nc2nccc(N(C)C)c2C#N)c1	-23.5	-11.8	6.4	-12.6	1.9	-5.4	1.7	-3.6	-1.8
COc1ccc(CO/N=C/c2c(C)[nH]c(=O)[nH]c2=O)cc1	-29.2[20 µM]	-9.2	12.5	-6.5	7.7	-8.6	-2.6	-0.9	-5.4
Cc1cc2c(OCC(O)CN3CCCCC3)cccc2[nH]1 (stereo unspecified)	-19.1	22.4	6.8	-8.7	3.2	-3.7	1.8	-3.8	-0.4
Cc1ccc2[nH]c(C(=O)NN=C3CCCCC3)c(-c3ccccc3)c2c1	-23.3	10.7	8.2	-9.9	5.1	-10.2	-1.0	0.0	-1.9
COc1cc2c(=O)n(-c3ccc(C)cc3)c(=O)n(CC(=O)c3ccc4c(c3)OCO4)c2cc1OC	-5.5	-14.4	16.2	-9.1	3.8	-11.4	-2.8	1.1	-5.5
COc1ccc(N=Nc2nc(-c3ccccc3)c(-c3ccccc3)[nH]2)cc1	0.3	17.7	11.6	-39.9	6.9	-51.2	-2.0	3.5	3.7
CN(C)c1cccc(C(=O)OCC(=O)Nc2ccccc2Cl)c1	-25.4	12.9	8.2	-14.7	6.9	0.1	-2.7	0.5	2.0
Cn1c(-c2ccc(F)cc2)cnc1SCC(=O)N1CCCCC1	-20.9	10.2	8.1&15.1	-5.3	4.2	-2.5	0.7	1.2	-0.1
CCOC(=O)c1sc2ncnc(N3CCN(CC)CC3)c2c1C	-0.6	x	7.4	-11.1	1.8	4.1	-0.8	-1.5	-23.2
Cc1ccc(CNC(=O)c2ccc(NS(=O)(=O)c3c(C)noc3C)cc2)cc1	-17.0	8.6	x	-6.8	2.1	-25.3	3.9	-3.0	-0.7
C=CCc1cccc2cc(C(=O)OCC(=O)c3ccccc3)c(=O)oc12	-24.5[20 µM]	-6.2	9.4	2.1	0.0	-8.4	5.3	-1.6	3.8
c1ccc2sc(SCc3ccc(-c4nnco4)cc3)nc2c1	0.5	12.1	22.8	-2.9	2.0	-3.1	-0.7	-2.5	-4.5
O=C(NCc1ccccn1)c1cnc2sccn2c1=O	-17.0	12.7	24.6	-6.7	4.7	7.1	-0.2	3.0	-63.6
O=C(Nc1cccnc1)c1ccc(CSc2ccccc2)cc1	-42.0	7.6	4.0	-5.5	4.9	x	-0.3	0.8	2.8
O=C(NCc1ccc2c(c1)OCO2)c1ccc(CS(=O)(=O)Cc2cccc(Cl)c2)o1	-8.0	-0.6	3.7	-6.0	8.2	-3.3	3.9	0.6	38.8
COc1ccc(S(=O)(=O)n2nc(OCc3cccs3)cc2N)cc1	-19.7	6.7	9.1	-3.7	-2.3	10.6	-12.6	6.1	8.7
O=C(Nc1ccccc1C(=O)NCC1CCCO1)c1ccccc1 (stereo unspecified)	-16.4[20 µM]	17.0	6.1	-6.9	0.9	5.3	-2.0	2.3	-4.1
CC(=O)Nc1ccc(NC(=O)Nc2cc(C)cc(C)c2)cc1	-23.8	10.3	9.2	0.0	-1.9	-5.6	3.3	-2.2	0.5
O=C(Nc1ccc(N2CCN(C(=O)c3ccco3)CC2)c(Cl)c1)c1cc2ccccc2o1	-24.6[20 µM]	21.0	x	-13.0	5.8	1.2	2.2	-1.4	-3.4
Cc1ccc([N+](=O)[O-])cc1NC(=O)Cc1ccc(F)cc1	-31.5	-37.8	9.0	-9.3	6.0	-12.1	5.5	2.2	-1.1
CC(C)NS(=O)(=O)c1ccc(OCC(=O)NCc2ccc3c(c2)OCO3)c(Cl)c1	-16.1[20 µM]	-1.6	11.4	-3.6	1.1	4.1	0.7	-2.9	-6.8
O=C(NC1CCCC1)C1CCCN1C(=O)Oc1ccccc1 (stereo unspecified)	-13.8	12.5	19.6&7.0	-8.7	7.6	-1.9	2.6	1.6	0.8
CC(C)c1onc(C(=O)N2CCCCCC2)c1[N+](=O)[O-]	-24.2	2.7	9.9	-4.5	0.4	3.2	-1.0	0.9	-5.8
O=S(=O)(c1cccc(C(F)(F)F)c1)N1CCC(O)(c2cccnc2)CC1	-5.2	6.9	12.3	-10.3	2.4	7.4	-6.3	-0.2	28.9
O=C(CN1CCN(c2ccccc2F)CC1)c1c[nH]c2ccccc12	1.6[20 µM]	7.8	x	-10.1	4.8	-11.7	9.9	-2.3	0.6
Cc1sc2ncn(CC(=O)NCc3ccco3)c(=O)c2c1-c1ccccc1	-24.6	12.1	7.8	-1.9	-1.6	-13.7	1.1	-2.1	4.2
CN(C)C(=O)NC(O)C(Cl)Cl (stereo unspecified)	-9.8[20 µM]	-4.1	-0.3	-3.3	2.9	-4.2	2.8	0.7	-5.9
NC(=O)CC(NC(=O)Cc1cccc2ccccc12)c1ccc(N2CCc3ccccc3C2)c([N+](=O)[O-])c1 (stereo unspecified)	-23.5	-6.5	11.0	x	x	-4.8	x	x	-8.6
Cc1[nH]nc2c1C1(CCN(Cc3ccccc3)CC1)C(C#N)=C(N)O2	-11.8[20 µM]	28.3	9.8	-7.9	1.1	-9.8	4.8	-0.9	-1.3
C(=C/c1nccc2c1[nH]c1ccccc12)/c1ccc2c(c1)OCO2	-22.8	16.5	7.0	-4.0	8.4	1.3	4.9	7.1	-0.2
CC(C)CNC(=O)CCc1nc(-c2ccccc2)no1	-31.3	-0.7	2.6	-7.9	-2.8	-11.4	0.9	-1.9	-0.7
COc1cc(NC(=O)c2cccnc2SC)cc(OC)c1OC	-12.2	8.3	7.0	-11.2	0.4	-2.1	-4.8	1.2	-0.4
S=C1NC[C@H](c2ccccc2)N1CC1CCCCC1	-34.4	15.5	13.0	3.8	1.8	-2.5	2.8	-0.8	-4.1
O=C(O)/C=C/C(=O)NC1CCCCC1	-28.5	28.9	7.3	-6.4	0.3	0.9	3.4	-2.5	1.7
C=CCNC(=O)c1ccc2c(c1)nnn2C	-14.9	-11.7	3.9&6.0	-1.9	7.9	1.5	-2.4	-4.1	-8.4
